# Assay outcomes deposited in PubChem BioAssay by Broad Institute.
# NFkB binder – binds human NF-kappa-B p105 on microarray; Small molecule microarray, anti-His fluorescence binding; AID 624139; hit rate 1.3% among 17,000; P19838; calls only;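 active = spot fluorescence over background significantly raised, with a chance value under 7% in all four replicate spots of the compound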;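 note: probe protein is his-tagged human p50 processed subunit at 1 µg/ml; raw spot fluorescence signals with no normalization applied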
# Target sequence (P19838 1-433 limits assumed): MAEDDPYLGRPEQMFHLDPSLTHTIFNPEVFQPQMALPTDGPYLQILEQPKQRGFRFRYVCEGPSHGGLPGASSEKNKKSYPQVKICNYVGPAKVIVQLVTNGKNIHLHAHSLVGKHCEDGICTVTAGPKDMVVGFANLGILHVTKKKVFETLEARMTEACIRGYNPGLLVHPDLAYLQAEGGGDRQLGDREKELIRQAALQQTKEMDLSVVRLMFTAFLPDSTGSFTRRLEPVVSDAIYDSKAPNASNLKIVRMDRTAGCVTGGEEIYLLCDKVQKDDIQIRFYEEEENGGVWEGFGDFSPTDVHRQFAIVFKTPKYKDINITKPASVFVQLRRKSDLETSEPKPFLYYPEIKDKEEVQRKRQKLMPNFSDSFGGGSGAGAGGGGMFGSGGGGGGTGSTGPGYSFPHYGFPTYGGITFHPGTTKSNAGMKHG
# Calls only; i = inactive; + = active, no number. These rows are one share of the data; rates above refer to the full screens.
smiles	NFkB binder
COC(=O)C1=C(C)Nc2ncnn2C1c1cccc(OC)c1OCc1ccccc1 (stereo not given)	i
COc1cc(NC(=O)Cn2nnc(-c3ccccc3Cl)n2)cc(OC)c1OC	i
C[C@H](CO)N1C[C@H](C)[C@H](CN(C)S(=O)(=O)c2ccccc2)OCCCC[C@H](C)Oc2ccc(NC(=O)c3ccccc3)cc2C1=O	i
CC1=CC(=O)CC2C1(C)CCC(C)C2(C)CC/C(C)=C\C(=O)O (stereo not given)	i
O=c1[nH]c2ccccc2c2ccccc12	i
CCc1ccc(-n2c(C)nnc2SCC(=O)Nc2ccc(OC)cc2)cc1	i
O=C(O)C1CC=CCC1C(=O)Nc1cccc(C(=O)N2CCCCC2)c1 (stereo not given)	i
C[C@H]1CN([C@@H](C)CO)C(=O)c2cccc(NC(=O)NC3CCCCC3)c2O[C@@H]1CN(C)C(=O)NC1CCCCC1	i
C[C@@H]1CN([C@H](C)CO)C(=O)c2cccc(NS(=O)(=O)c3ccc(Cl)cc3)c2O[C@H]1CN(C)C	i
Cc1noc(C)c1NC(=O)N(C)C[C@@H]1OCCCC[C@@H](C)Oc2ccc(NC(=O)c3ccncc3)cc2C(=O)N([C@@H](C)CO)C[C@H]1C	i
C[C@@H]1CN([C@H](C)CO)C(=O)Cc2cc(NS(C)(=O)=O)ccc2O[C@H]1CN(C)S(=O)(=O)c1cccs1	i
C[C@H](CO)N1C[C@H](C)[C@H](CN(C)CC2CC2)Oc2c(NC(=O)c3ccncc3)cccc2C1=O	i
C[C@H](CO)N1C[C@H](C)[C@@H](CN(C)S(=O)(=O)c2ccccc2)OCCCC[C@H](C)Oc2ccc(NS(C)(=O)=O)cc2C1=O	i
C[C@@H]1CN([C@H](C)CO)C(=O)c2cccc(NS(=O)(=O)c3cccs3)c2O[C@@H]1CN(C)Cc1ccc(-c2ccccc2)cc1	i
COC(=O)c1ccccc1NC(=O)CSc1nc(-c2ccccc2)cc(=O)[nH]1	i
Cn1c(=O)c2c(ncn2CC(O)CNc2ccc(Br)cc2)n(C)c1=O (stereo not given)	i
Cc1noc(C)c1S(=O)(=O)N(C)C[C@@H]1Oc2c(NC(=O)c3nc4ccccc4s3)cccc2C(=O)N([C@H](C)CO)C[C@@H]1C	i
O=c1cc(CSc2nnnn2-c2ccccc2)[nH]c(=S)[nH]1	i
COc1ccc(-c2nn(-c3ccccc3)cc2C2NC(=O)NC(C)=C2C(=O)OCc2ccccc2)cc1 (stereo not given)	i
C[C@@H]1CN([C@H](C)CO)C(=O)c2cccc(NC(=O)Nc3ccc(C(F)(F)F)cc3)c2O[C@H]1CN(C)CC1CC1	i
Cc1nc(SCC(=O)NCc2ccccc2)n[nH]1	i
C[C@H]1CN([C@@H](C)CO)C(=O)c2cc(NS(=O)(=O)c3cn(C)cn3)ccc2O[C@H]1CN(C)S(=O)(=O)c1cn(C)cn1	i
Cc1noc(C)c1S(=O)(=O)N(C)C[C@@H]1Oc2ccc(NC(=O)Nc3ccccc3)cc2CC(=O)N([C@H](C)CO)C[C@H]1C	i
C[C@@H]1CN([C@@H](C)CO)C(=O)c2cccc(NC(=O)Nc3ccc(F)cc3)c2O[C@H]1CN(C)C	i
C[C@@H]1CN([C@@H](C)CO)C(=O)c2cc(NC(=O)c3ccncc3)ccc2O[C@@H](C)CCCCO[C@H]1CN(C)Cc1ccncc1	i
C[C@H](CO)N1C[C@H](C)[C@H](CN(C)S(=O)(=O)c2ccc(C#N)cc2)Oc2ncc(C#Cc3ccc(C(F)(F)F)cc3)cc2C1=O	i
O=C(C1=C[C@H](c2coc3ccccc3c2=O)C[C@H](OCc2ccc(CO)cc2)O1)N1CCCCCCC1	i
Cc1nc(SCC(=O)O)[nH]c(=O)c1Oc1ccccc1	i
C[C@@H]1CN([C@@H](C)CO)C(=O)c2cccc(NS(=O)(=O)c3cccs3)c2O[C@@H]1CN(C)S(=O)(=O)c1ccc(Cl)cc1	i
CC(C)(C)[C@H]1C=C(C(N)=O)O[C@@H](OCc2ccc(CO)cc2)C1	i
C[C@@H]1CN([C@H](C)CO)C(=O)c2cc(NS(=O)(=O)c3cccs3)ccc2O[C@H]1CN(C)CC1CC1	i
Cc1c(Cl)cccc1NC(=O)CN(c1ccccc1)S(C)(=O)=O	i
C[C@H](CO)N1C[C@H](C)[C@H](CN(C)C(=O)CCC(F)(F)F)OCCCC[C@H](C)Oc2ccc(NS(=O)(=O)c3ccccc3)cc2C1=O	+
COC(=O)[C@@]1(C)CC[C@]2(C(=O)O[C@@H]3O[C@H](CO)[C@@H](O)[C@H](O)[C@H]3O)CC[C@]3(C)C(=CCC4[C@@]5(C)C[C@H](O)[C@H](O[C@@H]6OC[C@@H](O)[C@H](O)[C@H]6O)[C@@](C)(CO)C5CC[C@]43C)[C@@H]2C1 (stereo not given in full)	i
O=C(NCc1nc2ccccc2[nH]1)C1=C[C@H](c2ccc(Br)cc2)C[C@H](OCCCCO)O1	i
COc1ccc(S(=O)(=O)Nc2ccc3c(c2)C(=O)N([C@H](C)CO)C[C@H](C)[C@@H](CN(C)C)O3)cc1	i
CC(C)CN1C(=O)[C@@]2(c3ccc([N+](=O)[O-])cc3)CC(=O)N(CC3C4CC5CC(C4)CC3C5)[C@@H]2c2ccc(CO)cc21 (stereo not given in full)	i
O=C(O)CCCNS(=O)(=O)c1ccc(Br)s1	i
COc1ccc(S(=O)(=O)Nc2ccc3c(c2)C(=O)N([C@H](C)CO)C[C@H](C)[C@@H](CN(C)S(=O)(=O)c2ccc(OC)cc2)O3)cc1	i
Cc1ccc(S(=O)(=O)N(C)C[C@H]2Oc3ccc(NC(=O)C4CC4)cc3CC(=O)N([C@@H](C)CO)C[C@@H]2C)cc1	i
Cc1noc(C)c1S(=O)(=O)N(C)C[C@H]1OCCCC[C@H](C)Oc2ccc(NS(C)(=O)=O)cc2C(=O)N([C@@H](C)CO)C[C@@H]1C	i
Cc1noc(C)c1S(=O)(=O)Nc1ccc2c(c1)C(=O)N([C@@H](C)CO)C[C@@H](C)[C@@H](CN(C)C(=O)NC1CCCCC1)O2	i
C[C@@H]1CN([C@@H](C)CO)C(=O)c2cc(NC(=O)Nc3ccccc3)ccc2O[C@@H](C)CCCCO[C@H]1CN(C)C(=O)Cc1ccccc1	i
C[C@@H]1CN([C@@H](C)CO)C(=O)c2cc(NC(=O)c3ccccc3)ccc2O[C@@H](C)CCCCO[C@H]1CN(C)CC1CCCCC1	i
Cc1cc(C)nc(SCC(=O)Nc2nonc2N)n1	i
COc1ccccc1NC(=O)Cn1nnc(-c2cc(OC)c(OC)c(OC)c2)n1	i
CCCCCCCCCCC/C=C\C(C)(C)/C=C\CCCC(=O)O	i
COc1cc2ccc(=O)oc2c(O[C@@H]2O[C@H](CO)[C@@H](O)[C@H](O)[C@H]2O)c1O	i
CC(C)(CO)Cc1cc(C(C)(C)C)c(O)c(C(C)(C)C)c1	i
Cc1cc(C)nc(NC(=O)NC(=O)COc2ccc(Cl)cc2Cl)n1	i

# Given field by field: entries from further up.
Structure: C[C@H](CO)N1C[C@H](C)[C@H](CN(C)C(=O)CCC(F)(F)F)OCCCC[C@H](C)Oc2ccc(NS(=O)(=O)c3ccccc3)cc2C1=O
  NFkB binder = +

Structure: COC(=O)[C@@]1(C)CC[C@]2(C(=O)O[C@@H]3O[C@H](CO)[C@@H](O)[C@H](O)[C@H]3O)CC[C@]3(C)C(=CCC4[C@@]5(C)C[C@H](O)[C@H](O[C@@H]6OC[C@@H](O)[C@H](O)[C@H]6O)[C@@](C)(CO)C5CC[C@]43C)[C@@H]2C1 (stereo not given in full)
  NFkB binder = i

Structure: O=C(NCc1nc2ccccc2[nH]1)C1=C[C@H](c2ccc(Br)cc2)C[C@H](OCCCCO)O1
  NFkB binder = i

Structure: COc1ccc(S(=O)(=O)Nc2ccc3c(c2)C(=O)N([C@H](C)CO)C[C@H](C)[C@@H](CN(C)C)O3)cc1
  NFkB binder = i

# (listing goes on)
smiles	NFkB binder
COc1ccc(CN(C)C[C@@H]2Oc3c(NS(=O)(=O)c4ccc(OC)cc4)cccc3C(=O)N([C@H](C)CO)C[C@H]2C)cc1	i
C[C@@H]1CN([C@@H](C)CO)C(=O)c2cccc(NC(=O)Nc3ccc(F)cc3)c2O[C@H]1CN(C)Cc1ccc(C(F)(F)F)cc1	i
COc1ccc(CCNc2nc(C)nc3c2sc2nc4c(cc23)COC(C)(C)C4)cc1OC	i
Cc1noc(C)c1NC(=O)N(C)C[C@H]1Oc2ccc(N(C)C)cc2CC(=O)N([C@H](C)CO)C[C@@H]1C	i
C[C@H]1CN([C@@H](C)CO)C(=O)c2cc(NS(=O)(=O)c3cn(C)cn3)ccc2O[C@@H]1CN(C)C(=O)NC1CCCCC1	i
Cc1noc(C)c1S(=O)(=O)N(C)C[C@H]1Oc2ccc(NS(=O)(=O)c3cn(C)cn3)cc2CC(=O)N([C@H](C)CO)C[C@H]1C	i
C[C@@H]1CCCCO[C@H](CN(C)Cc2ccncc2)[C@@H](C)CN([C@H](C)CO)C(=O)c2cc(NS(C)(=O)=O)ccc2O1	i
Cc1noc(C)c1S(=O)(=O)Nc1cccc2c1O[C@H](CN(C)Cc1ccccc1)[C@H](C)CN([C@H](C)CO)C2=O	i
O=S(=O)(N[C@@H]1CCCN(Cc2ccc(OCCO)cc2)C1)c1ccc(-c2ccccc2)cc1	i
Cc1noc(C)c1S(=O)(=O)Nc1ccc2c(c1)CC(=O)N([C@@H](C)CO)C[C@H](C)[C@H](CN(C)S(=O)(=O)c1ccccc1)O2	i
CNC[C@H]1Oc2c(NC(=O)c3cnccn3)cccc2C(=O)N([C@@H](C)CO)C[C@H]1C	i
C[C@H]1CN([C@@H](C)CO)C(=O)CCCn2nncc2CO[C@H]1CN(C)Cc1ccccc1	i
COc1ccc(-c2csc(NC(=O)c3cc(-c4ccc(C)o4)nc4ccccc34)c2C#N)cc1OC	i
CC(C)NC(=O)Nc1ccc2c(c1)C(=O)N([C@H](C)CO)C[C@H](C)[C@H](CN(C)C(=O)Cc1ccccc1)OCCCC[C@@H](C)O2	i
C[C@H](CO)N1C[C@H](C)[C@@H](CN(C)Cc2ccccc2)OCCCC[C@H](C)Oc2ccc(NS(=O)(=O)c3cccs3)cc2C1=O	i
C[C@H](CO)N1C[C@H](C)[C@@H](CN(C)C(=O)Nc2cccc3ccccc23)Oc2ccc(NC(=O)C3CC3)cc2CC1=O	i
C[C@@H]1CCCCO[C@H](CN(C)C(=O)CCC(F)(F)F)[C@@H](C)CN([C@@H](C)CO)C(=O)c2cc(N(C)C)ccc2O1	i
C[C@H]1CN([C@@H](C)CO)C(=O)Cc2cc(NS(=O)(=O)c3cccs3)ccc2O[C@H]1CN(C)C(=O)Nc1ccc2c(c1)OCO2	i
Cc1nc([N+](=O)[O-])c(Sc2nc3ccccc3[nH]2)n1Cc1ccccc1	i
Cc1cccc(NC(=O)CC2OCCN(Cc3ccccc3)C2=O)c1 (stereo not given)	i
Cc1ccc(S(=O)(=O)Nc2ccc3c(c2)C(=O)N([C@@H](C)CO)C[C@@H](C)[C@@H](CN(C)Cc2ccc(Oc4ccccc4)cc2)O3)cc1	i
C[C@H](CO)N1C[C@H](C)[C@@H](CN(C)Cc2ccc(Oc3ccccc3)cc2)OCc2cnnn2CCCC1=O	i
NC(N)=Nc1ccc(Cl)cc1	i
Cc1noc(C)c1NC(=O)Nc1ccc2c(c1)C(=O)N([C@H](C)CO)C[C@@H](C)[C@H](CN(C)C)OCCCC[C@@H](C)O2	i
C[C@@H]1CN([C@@H](C)CO)C(=O)Cc2cc(NC(=O)Cc3ccccc3)ccc2O[C@@H]1CN(C)Cc1ccc(C(F)(F)F)cc1	i
COc1ccc2c(c1)C(=O)N(CCc1ccc(S(=O)(=O)NC(=O)NC3CCCCC3)cc1)C(=O)C2(C)C	i
COc1ccc(S(=O)(=O)N(C)C[C@@H]2Oc3c(NS(=O)(=O)c4cn(C)cn4)cccc3C(=O)N([C@H](C)CO)C[C@@H]2C)cc1	i
COc1ccc(NC(=O)Nc2cccc3c2O[C@H](CN(C)C)[C@H](C)CN([C@@H](C)CO)C3=O)cc1	i
C[C@@H]1CCCCO[C@@H](CN(C)CC2CCCCC2)[C@H](C)CN([C@H](C)CO)C(=O)c2cc(NS(C)(=O)=O)ccc2O1	+
CC(C)NC(=O)Nc1ccc2c(c1)C(=O)N([C@H](C)CO)C[C@@H](C)[C@@H](CN(C)S(=O)(=O)c1ccccc1)O2	i

# Part of the list above in order of length of the SMILES, smallest number first.
smiles	NFkB binder
NC(N)=Nc1ccc(Cl)cc1	i
CC(C)NC(=O)Nc1ccc2c(c1)C(=O)N([C@H](C)CO)C[C@@H](C)[C@@H](CN(C)S(=O)(=O)c1ccccc1)O2	i
Cc1ccc(S(=O)(=O)Nc2ccc3c(c2)C(=O)N([C@@H](C)CO)C[C@@H](C)[C@@H](CN(C)Cc2ccc(Oc4ccccc4)cc2)O3)cc1	i

# Carrying on.
smiles	NFkB binder
C[C@@H]1CN([C@H](C)CO)C(=O)c2cc(NC(=O)c3ccncc3)ccc2O[C@@H](C)CCCCO[C@@H]1CN(C)C(=O)Nc1cccc2ccccc12	i
CCCCCCCCCCCCCCCC(=O)C1C(=O)OC(CO)C1=O (stereo not given)	i
CC(=O)Nc1ccccc1NC(=O)Cc1ccccc1[N+](=O)[O-]	i
CCCCCCCCCCC(C)(C)C(=O)Nc1c(OC)cc(OC)cc1OC	i
CC(C)NC(=O)N(C)C[C@@H]1OCCCC[C@H](C)Oc2ccc(NC(=O)CCC(F)(F)F)cc2C(=O)N([C@@H](C)CO)C[C@H]1C	i
COc1ccc(CN(C)C[C@H]2Oc3c(NS(=O)(=O)c4ccc(Cl)cc4)cccc3C(=O)N([C@@H](C)CO)C[C@H]2C)cc1	i
O=C(CSc1nc2cc(Cl)ccc2s1)Nc1ccc(I)cc1	i
CCOc1ccc(-c2cn(S(=O)(=O)c3cccc4nsnc34)nc2N)cc1	i
C[C@@H]1CN([C@H](C)CO)C(=O)CCCn2cc(nn2)CO[C@@H]1CN(C)Cc1ccncc1	i
